Source: PubChem
miR-122 sensor – blocks miR-122 activity in Huh7 sensor cells. Huh7 miR-122 Renilla luciferase sensor, 48 h; neutral wells = 0, positive control = 100. activation (reporter increase), % at 12.5 µM. 0.3% of 340,000 active. AID 602342;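 active = mean replicate activation score at least 90 and every replicate individually at or above 90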;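 also: higher luciferase means less miR-122 activity so hits act as miR-122 inhibitors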
FN deposit inh – fibronectin deposition inhibition | AID 743247 | 0.086% of 350,000 active | AH1F fibroblasts, Alexa488-fibronectin deposition fluorescence, overnight | inhibition, % at 12.6 µM;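 active = mean inhibition across replicates of 30% or more, regardless of how many single replicates reach that level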;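 also: positive control wells lacked labelled fibronectin entirely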
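Assay system: AH1F fibroblast monolayer, labelled fibronectin deposition. Amount: 10000 cells per well. Also added: labelled fibronectin 24 nM. Compound: single-point pinned compound. Incubation: cell attachment 1 h, compound and FN exposure overnight. Detection: fluorescence after three HBSS washes, excitation 485 nm, emission 525 nm. Read-out: inhibition of fibronectin deposition signal.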
* marks the source's active call; other numbers are inactive results. Some of the compounds tested, so the mix of outcomes need not match the whole.

SMILES	miR-122 sensor	FN deposit inh
CCOc1cc(NC(=O)C2CCCO2)c(OCC)cc1NC(C)=O (configuration not stated)	-5	1
Cn1c(-c2ccc3c(c2)OCO3)cnc1NC(=O)CCC(=O)NCCc1ccccc1	2	-13
COc1cc([N+](=O)[O-])ccc1NC(=O)C[n+]1cccc(C)c1	-8	-8
COC(=O)C(C)N1C(=O)S/C(=C\c2cc(C)n(-c3ccccn3)c2C)C1=O (configuration not stated)	-15	-5
COc1cccc(C2=CC(c3ccc(N(C)C)cc3)n3nnnc3N2)c1 (configuration not stated)	2	6
O=C(CCNc1cccc(C(F)(F)F)c1)c1ccco1	3	-11
O=C(Nc1ccc(N2CCCC2)c(Cl)c1)c1ccc2c(c1)OCCO2	11	8
CCC(C)NC(=O)CO/N=C/c1ccc(C(=O)OC)cc1 (configuration not stated)	12	7
COC(=O)c1[nH]c2cccc(OC)c2c1NC(=O)CN(C)CC1OCCO1	-11	5
c1ccc(-c2nc(NCC3CCCO3)c3ccccc3n2)nc1 (configuration not stated)	-4	-18
CCn1c(=O)c2ccccc2n2c(SCC(=O)N3CCc4ccccc4C3)nnc12	5	-3
c1ccc(-c2noc(-c3cccnc3)n2)cc1	-3	-7
CC(C)CCn1c(SCCN2CCOCC2)nc2c1c(=O)[nH]c(=O)n2C	-3	5
CCCN(CCO)Cc1ccc(F)c(Br)c1	7	-4
Cc1cc(C(=O)N2CCc3ccccc32)c2ccccc2n1	14	-5
CCCCCc1cc(O)c2c(C)cc(=O)oc2c1	-15	12
COc1ccc(C2SCCN2S(=O)(=O)c2ccc(NC(C)=O)cc2)cc1 (configuration not stated)	15	6
Cc1cc(OCCCCCNCCO)ccc1Cl	-6	6
CCn1c(=O)c2cc(S(=O)(=O)NCCOc3ccccc3)ccc2n(CC)c1=O	7	1
COc1cccc(/C=N/n2cnc3ccccc32)c1OC	-4	0
CC(Oc1ccc(-c2ccccc2)c(F)c1)c1ccn(S(=O)(=O)c2cccc3ccccc23)n1 (configuration not stated)	-3	-2
CC(C)C1Cc2c(C#N)c(N)n(C)c(=S)c2CO1 (configuration not stated)	-7	17
CCn1nnc(-c2ccccc2NS(=O)(=O)c2ccc(S(=O)(=O)N(C)C3CCCCC3)cc2)n1	20	10
Cc1ccc(C(=O)Nc2cnc3ccccn3c2=O)cc1	-2	-2
CCN(c1nc(C)cc(OC)n1)S(=O)(=O)c1ccccc1	-4	-12
COc1ccc(C(C(=O)NC2CCCC2)N(CCN(C)C)C(=O)c2snc(C(N)=O)c2N)cc1 (configuration not stated)	16	-2
Cc1ccc(S(=O)(=O)N(C)CC(=O)O/N=C(\N)c2ccc([N+](=O)[O-])cc2)cc1	-22	-5
CCOc1ccc(-n2cc(C(=O)Nc3cccc(OC)c3)c3cc(OC)c(OC)cc3c2=O)cc1	-11	1
C[C@H](N)c1nnc(SCC(=O)N(C)C)o1	2	-5
CCN(CC)S(=O)(=O)c1ccc2c(c1)C(=NO)c1cc(S(=O)(=O)N(CC)CC)ccc1-2	-1	-6
O=C(NCc1cccs1)C1CCCN(c2ncccn2)C1 (configuration not stated)	-6	-1
Cc1ccccc1C(=O)Nc1ccccc1-c1nnn(CC(=O)Nc2ccc3c(c2)OCCO3)n1	-9	0
CCSc1ccccc1C(=O)NCCCn1ccnc1	-6	-21
CCNS(=O)(=O)c1ccc(NC(=O)Nc2cccc(C(F)(F)F)c2)cc1	25	-11
CCOc1ccc2[nH]cc(C(=O)N3CCN(C4CCCCC4)CC3)c(=O)c2c1	2	0
Cc1ccccc1NC(=S)N(C)C1(c2ccccc2Cl)CCCCC1=O (configuration not stated)	20	-9
O=C(c1cccs1)c1cn(CC(=O)N2CCc3ccccc3C2)c2ccccc12	10	-7
O=c1c(-c2cc3ccccc3o2)[n+]([O-])c2ccccc2n1OCc1ccccn1	12	-1
O=S(=O)(/N=C(/Nc1cc(N2CCOCC2)ncn1)c1ccccc1)c1ccccc1	4	19
COc1ccc(C(C(=O)NC2CCCC2)N(Cc2ccccc2)C(=O)CNC(=O)c2ccco2)cc1 (configuration not stated)	11	9
Cc1ccc(-c2nc3ncccc3o2)cc1NC(=O)c1ccco1	1	32*
COc1ccc(OC)c(NS(=O)(=O)c2cccs2)c1	-4	0
Cc1ccc2[nH]c(=O)c(C(c3nnnn3CC3CCCO3)N3CCc4ccccc4C3)cc2c1 (configuration not stated)	1	-2
CCOCCCNC(=O)c1ccc2c(c1)OCO2	5	-2
Cc1c(NC(=O)CSc2cccc3cccnc23)c(=O)n(-c2ccccc2)n1C	-8	18

An excerpt from above in order of molecular weight, smallest number first.
SMILES	miR-122 sensor	FN deposit inh
C[C@H](N)c1nnc(SCC(=O)N(C)C)o1	2	-5
CCOCCCNC(=O)c1ccc2c(c1)OCO2	5	-2
CCSc1ccccc1C(=O)NCCCn1ccnc1	-6	-21
COc1ccc(OC)c(NS(=O)(=O)c2cccs2)c1	-4	0
O=C(NCc1cccs1)C1CCCN(c2ncccn2)C1 (configuration not stated)	-6	-1
Cc1ccc(-c2nc3ncccc3o2)cc1NC(=O)c1ccco1	1	32*
CCOc1ccc2[nH]cc(C(=O)N3CCN(C4CCCCC4)CC3)c(=O)c2c1	2	0
CCNS(=O)(=O)c1ccc(NC(=O)Nc2cccc(C(F)(F)F)c2)cc1	25	-11
O=C(c1cccs1)c1cn(CC(=O)N2CCc3ccccc3C2)c2ccccc12	10	-7
Cc1ccc(S(=O)(=O)N(C)CC(=O)O/N=C(\N)c2ccc([N+](=O)[O-])cc2)cc1	-22	-5
O=S(=O)(/N=C(/Nc1cc(N2CCOCC2)ncn1)c1ccccc1)c1ccccc1	4	19
Cc1ccc2[nH]c(=O)c(C(c3nnnn3CC3CCCO3)N3CCc4ccccc4C3)cc2c1 (configuration not stated)	1	-2
CCN(CC)S(=O)(=O)c1ccc2c(c1)C(=NO)c1cc(S(=O)(=O)N(CC)CC)ccc1-2	-1	-6
Cc1ccccc1C(=O)Nc1ccccc1-c1nnn(CC(=O)Nc2ccc3c(c2)OCCO3)n1	-9	0
CCOc1ccc(-n2cc(C(=O)Nc3cccc(OC)c3)c3cc(OC)c(OC)cc3c2=O)cc1	-11	1
COc1ccc(C(C(=O)NC2CCCC2)N(Cc2ccccc2)C(=O)CNC(=O)c2ccco2)cc1 (configuration not stated)	11	9

Next part:
SMILES	miR-122 sensor	FN deposit inh
Nc1nc(SCC(=O)N2CCc3ccccc3C2)[nH]c(=O)c1-c1ccccc1	-1	-6
COc1ccc(OC)c(-c2cc(C(=O)N3CCc4ccccc4C3)no2)c1	-5	11
CNS(=O)(=O)c1cccc(C(=O)Nc2cccc(Cl)c2)c1	17	5
Cc1cccc(NC(c2ccc(O)cc2)c2ccc3ccc(C)nc3c2O)n1 (configuration not stated)	-5	0
Cn1c(=O)c2c(nc(Cl)n2Cc2ccncc2)n(C)c1=O	-4	9
CCC(C)(C(=O)Nc1ccc2c(c1)OCCO2)N(C(C)=O)c1ccc(C(N)=O)cc1 (configuration not stated)	2	-6
O=CN1CCc2scc[n+]2-c2ccccc21	-11	-2
COc1ccc(C(C)=O)cc1COC(=O)Cn1cnc2ccccc2c1=O	-5	2
COCCCn1c(=N)c(C(=O)NCC2CCCO2)cc2c(=O)n3ccccc3nc21 (configuration not stated)	-2	8
CCN(C1CCS(=O)(=O)C1)S(=O)(=O)c1cccs1 (configuration not stated)	-1	3
CCc1nc(N2CCN(S(=O)(=O)c3ccc(Br)cc3)CC2)c2c(C)c(C)sc2n1	-2	7
Cc1c(Br)cccc1NC(=O)c1sccc1-n1cccc1	8	-24
O=C(C1=C(O)C(=O)N(CCN2CCOCC2)C1c1ccncc1)c1ccco1 (configuration not stated)	-25	9
Cc1cc(C)n(-c2ccc3cccc(NS(C)(=O)=O)c3n2)n1	-9	5
CC1CCCCC1NC(=O)Cn1[nH]c(=O)c2ccccc2c1=O (configuration not stated)	-6	8
COc1ccc(-c2cc3nc(C)cc(C)n3n2)cc1	12	4
COc1ccc(C(CC(=O)O)NC(=O)OC(C)(C)C)cc1 (configuration not stated)	6	14
COc1ccc(-c2nc3ccccc3c(=O)o2)cc1OC	-5	-2
COC(=O)[C@@H](NC(=O)Nc1cccc(OC)c1)C(C)C	-2	8
O=C(CSc1nnc(Cc2cc(=O)[nH]c(=O)[nH]2)n1-c1ccccc1)N1CCCc2ccccc21	-14	-5
COc1ccc(NC(=O)NCc2ccncc2)c(OC)c1	8	-1
O=C(NC1CCCCC1)N1CCCC1	2	2
COC(=O)c1cc(Cl)c(NC(=O)c2ccco2)cc1OC	-4	-29
CC1CCCN(C(=O)c2ccc(S(=O)(=O)N3CCC(c4nc5ccccc5s4)CC3)cc2)C1 (configuration not stated)	-7	-7
COc1ccc(OCCOC(=O)Nc2ccccc2)cc1	2	-2
CCOC(=O)Cc1csc(NC(NC(=O)OCC)(C(=O)OCC)C(F)(F)F)n1 (configuration not stated)	11	-6
COc1ccc(NC(=O)C2CCCN2C(=O)NC2CCCCC2)cc1OC (configuration not stated)	-1	4
CCc1ccc(OCCCC(=O)Nc2ccc(N3CCCCC3)cc2)cc1	-3	1
N#C/C(=C(/O)CN1CCN(c2ccccc2F)CC1)c1nc(-c2ccccc2)cs1	35	-4
CCCCN(C(=O)CNC(=O)c1cccs1)C(C(=O)NC1CCCCC1)c1cccnc1 (configuration not stated)	0	-2
O=C1CCCc2c1[nH]c1ccccc21	8	6
Cc1ccc(-n2c(C)nc3c(cnn3-c3ccc(F)cc3)c2=O)cc1C	3	2
CCN(CC)S(=O)(=O)c1cc(C(=O)N2CCc3ccccc32)ccc1Cl	17	15
COc1ccc(-c2c(C)n([O-])c3c([n+]2=O)CCCC3)cc1	-13	0
N#Cc1c(NC(=O)CSc2nnnn2C2CCCC2)sc2c1CCCC2	5	-1
CN(CC(=O)O)S(=O)(=O)c1ccc(F)cc1	-2	5
CNc1cnn(-c2ccccc2)c(=O)c1Cl	1	-5
OC(CN1CCN(c2ccccn2)CC1)Cn1c2ccc(Cl)cc2c2cc(Cl)ccc21 (configuration not stated)	4	15
CCN(CC)C(=O)CSc1nnc(-c2ccccc2)n1N	1	0
CCn1cc(S(=O)(=O)CC(=O)Nc2cc(C)on2)c2ccccc21	30	18
Cc1nc2c(F)c(F)c(C(F)(F)F)c(F)c2[nH]1	-2	-4
COc1ccc2c(c1)[nH]c1c(=O)n(CC3CCCO3)cnc12 (configuration not stated)	-4	-6
COc1ccccc1/C=N/N(C(C)=O)c1nc(-c2ccc(F)cc2)cs1	7	1
CCOC(=O)c1sc(=S)n(-c2ccc(C)cc2)c1SC	2	2
CCOC(=O)c1ccc(NC(=O)CCOc2ccc(OC)cc2)cc1	-10	1
COC(=O)C(Nc1nccs1)(OC)C(F)(F)F (configuration not stated)	-5	11
COCC(=O)Nc1nc2n(n1)C(c1ccccc1)CC(c1ccc(OC)cc1)N2 (configuration not stated)	-4	9
CCOP(=O)(c1ccc(N(C)C)cc1)C(O)c1ccccc1OC (configuration not stated)	11	-5
Cc1ccccc1CN(c1ccc(C(=O)NCCC2=CCCCC2)cc1)S(C)(=O)=O	-6	-4
CCCC(=O)c1c(C)c2ccccc2n1C	-9	-3
COc1ccc(NC(=O)CCNS(=O)(=O)c2ccc3c(c2)CCC(=O)N3)cc1	-3	2
COc1ccc(/C=C/C(=O)c2nc3ccccc3n2CC(=O)c2ccc(OC)cc2)cc1	0	-5
COC(=O)c1ccccc1NC(=O)c1ccc(COc2ccccc2)o1	-6	-34
CCCCn1c(O)c(C(CC)=Nc2ccc3c(c2)CCC3)c(=O)[nH]c1=O	-1	-1
FC(F)(F)c1nnc2sc(-c3ccncc3)nn12	-5	1
CC(C)=C1C2CCC1C(C(=O)NCc1ccccc1)C2C(=O)O (configuration not stated)	-6	-4
O=C(O)C1CCCN1S(=O)(=O)c1ccc2[nH]c(=O)c(=O)[nH]c2c1 (configuration not stated)	1	8
Cc1ccccc1Oc1ncnc2sccc12	-4	-3
COc1ccccc1N(CC(=O)NCCSc1ccccc1)S(C)(=O)=O	-3	-1
Cc1ccc(NS(=O)(=O)c2cc(C(=O)O)ccc2Cl)c(C)c1	3	20

The final 2 records of the section before lead into the next:
SMILES	miR-122 sensor	FN deposit inh
COc1ccccc1N(CC(=O)NCCSc1ccccc1)S(C)(=O)=O	-3	-1
Cc1ccc(NS(=O)(=O)c2cc(C(=O)O)ccc2Cl)c(C)c1	3	20
CCCc1nnc(NC(=O)Cn2c(=O)sc3ccccc32)s1	43	15
Cc1cc(C)nc(Sc2ncnc3sc4c(c23)CCC4)n1	-7	-8
Cn1c(=O)c2c(nc(Br)n2CC(=O)C23CC4CC(CC(C4)C2)C3)n(C)c1=O	-4	-10
O=c1nc2s/c(=C\c3ccco3)c(=O)n2nc1Cc1ccc(F)cc1	6	1
COc1ccc(NC(=O)c2cccnc2C(=O)O)c(OC)c1	4	-5
N=C1C(c2nc3ccccc3s2)=C(O)CN1Cc1ccco1	5	-2
CN(Cc1ccccc1)C(=O)[C@H]1CCC(=O)N1Cc1ccco1	2	8
CCC(C)(NC(=O)CNC(C)=O)C(=O)NC1CCCCC1 (configuration not stated)	-3	0
CC(SCc1ccccc1)C(=O)NC1CCCC1 (configuration not stated)	-2	-4
CCn1c(CCCOc2ccc(Cl)cc2Cl)nnc1SCC(=O)Nc1cccc(F)c1	-6	-2
CCOC(=O)c1c[nH]c2c(C)cc(C)cc2c1=O	-1	-8
COc1ccc(C(=O)CSc2nnc(-c3ccc(C)cc3)o2)cc1	2	3
N#Cc1ccc(COC(=O)c2ccc3c(=O)[nH]c(CN4CCOCC4)nc3c2)cc1	-3	17
CCOC(=O)c1c(NC(N)=O)sc(C)c1C	-6	6
